High-throughput results deposited in PubChem BioAssay by Johns Hopkins Ion Channel Center.
Kir21 inh: Kir2.1 (mouse) channel inhibition. HEK293-Kir2.1, FluxOR thallium flux fluorescence; active compounds read low. B-score at 10 µM. 0.85% of 310,000 active. AID 1672;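 active = fluorescence ratio B-score at or below minus 3 SD of library scores, with starting-brightness B-score within 2 SD, cut at about -4.2 in these data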;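 note: channel flux triggered by added potassium and thallium sulfate stimulus; B-score of peak minus minimum fluorescence over baseline after thallium stimulus; more negative B-score means stronger Kir2.1 block with less thallium influx; some compounds called inactive have numbers as strong as hits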
Target sequence (P35561 whole entry, looked up): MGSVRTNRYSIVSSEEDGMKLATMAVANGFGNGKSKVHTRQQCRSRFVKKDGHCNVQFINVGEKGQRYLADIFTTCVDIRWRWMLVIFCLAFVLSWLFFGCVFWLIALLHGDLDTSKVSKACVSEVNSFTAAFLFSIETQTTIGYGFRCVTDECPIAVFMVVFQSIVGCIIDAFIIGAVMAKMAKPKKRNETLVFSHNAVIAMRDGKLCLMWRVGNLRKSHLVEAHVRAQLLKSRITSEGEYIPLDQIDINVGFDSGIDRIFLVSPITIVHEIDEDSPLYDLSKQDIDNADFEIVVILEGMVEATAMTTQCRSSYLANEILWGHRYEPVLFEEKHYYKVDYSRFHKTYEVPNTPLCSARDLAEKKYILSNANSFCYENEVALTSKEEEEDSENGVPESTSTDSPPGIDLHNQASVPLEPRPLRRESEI
CHT inh: human CHT choline transport inhibition | Q9GZV3 | CHT-expressing cells, membrane potential dye, choline response; active compounds read low | B-score at 10 µM | 0.86% of 310,000 active | AID 488975;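 active = B-score over 3 SD under the library average, and starting fluorescence ratio not unusually high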;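 note: choline stimulus applied at its EC90 after an EC20 pre-addition; B-score computed on integrated fluorescence ratio after choline addition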
Target sequence (Q9GZV3 whole entry, looked up): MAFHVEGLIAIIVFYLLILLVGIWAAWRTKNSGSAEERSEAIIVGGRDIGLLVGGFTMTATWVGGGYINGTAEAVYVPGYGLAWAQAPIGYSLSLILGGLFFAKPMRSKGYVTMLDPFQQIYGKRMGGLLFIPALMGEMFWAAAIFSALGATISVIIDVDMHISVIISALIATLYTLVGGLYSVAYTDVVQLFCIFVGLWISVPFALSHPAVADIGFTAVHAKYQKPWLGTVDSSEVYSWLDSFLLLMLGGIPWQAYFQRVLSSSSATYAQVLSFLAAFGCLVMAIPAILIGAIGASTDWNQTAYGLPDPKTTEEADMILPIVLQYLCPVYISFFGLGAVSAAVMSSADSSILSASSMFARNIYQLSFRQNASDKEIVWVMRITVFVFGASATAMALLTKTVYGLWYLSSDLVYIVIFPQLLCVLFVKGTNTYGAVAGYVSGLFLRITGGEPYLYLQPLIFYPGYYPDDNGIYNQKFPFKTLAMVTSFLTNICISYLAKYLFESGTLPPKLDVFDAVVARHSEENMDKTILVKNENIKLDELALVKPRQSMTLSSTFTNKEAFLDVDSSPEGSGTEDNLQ
Numbers without * were called inactive; i = inactive; x = no result given. The order is random, and some 1.6% of all compounds hit somewhere here.

smiles	Kir21 inh	CHT inh
O=C1NC(=O)/C(=C\c2ccccc2Oc2ccc(F)c(F)c2)S1	-0.17	i
O=c1[nH]ncc(N2CCCCCC2)c1Cl	0.69	i
Cc1ccc(-c2csc3nnc(SCC(=O)NCc4ccco4)n23)cc1	-1.5	i
O=C(CC12CC3CC(CC(C3)C1)C2)NC1CC1	0.8	i
OC(COCc1ccccc1)CN1CCN(c2ccccc2)CC1 (stereo unspecified)	0.06	i
Cc1ccc(SCCC(=O)NCCSCc2ccccc2C)cc1	1.82	i
CC(=O)c1c(N2CCN(c3ccccn3)CC2)nc(=S)n(-c2ccccc2)c1C	0	i
CC(C)[C@H](NC(=O)c1cc2cc(Cl)ccc2n1C)C(=O)N1CCC(C(=O)O)CC1	0.03	i
c1ccc(CCCCNCC2COc3ccccc3O2)cc1 (stereo unspecified)	-0.05	i
COc1cc(NC(=O)C2CCCCN2)ccc1OCC(C)C (stereo unspecified)	-0.02	i
CCOc1ccc2nc(SCC(=O)NCc3ccc4c(c3)OCO4)[nH]c2c1	-0.24	i
CC1(C)Cc2c(sc3c2c2ncnn2c2nnc(SCC(=O)NCc4ccco4)n32)CO1	-1.39	i
CCCCCCCCOC(=O)CCc1c(C)[nH]c(=S)[nH]c1=O	-0.19	i
COc1ccccc1/C=C1/SC(=S)N(C(C)C(=O)NC2C=CS(=O)(=O)C2)C1=O (stereo unspecified)	-0.69	i
Cc1ccc(Cn2ncc3c(N4CCN(C)CC4)ncnc32)cc1	1.39	i
CC(C)(C)C1CCc2c(sc3c2C(=O)NC(c2ccco2)N3)C1 (stereo unspecified)	1.14	i
COc1ccc(Nc2nc(C)nc3c2oc2ccccc23)cc1	-0.97	i
Cc1ccc(N(C(=O)Cc2cccs2)C(C(=O)NC2CCCCC2)c2ccccn2)cc1C (stereo unspecified)	-2.06	i
OCCNC(=S)Nc1cccc(Cl)c1Cl	-1.32	i
Cc1ccc(OCCNC(=O)c2ccccc2N)cc1	-0.03	i
CC(=O)Nc1sc(/C(C#N)=C/c2ccc(Cl)c(Cl)c2)nc1-c1ccc(C)cc1	-0.62	x
CCn1c(N)c(C(=O)NCc2ccco2)sc1=S	2.11	i
C/C(=C\C(=O)c1ccccc1)Nc1ccc(O)cc1	-1.98	i
COc1ccccc1C(=O)N(Cc1sccc1C)C1CCS(=O)(=O)C1 (stereo unspecified)	0.03	i
C=CC(n1cncn1)C(O)(c1ccccc1)c1ccccc1 (stereo unspecified)	-0.34	i
COc1nc(N(C#N)CC(N)=O)nc(N2CCCC2)n1	-0.09	i
CCC(=O)Nc1c(-c2ccc(OC)cc2)c(=O)c2ccccc2n1C	-1.49	i
CCN1C(=O)C2C(c3cccc(F)c3)NC(CC)(C(=O)OC)C2C1=O (stereo unspecified)	-1.26	i
COc1ccccc1N(CN1CCCC1=O)C(=O)c1ccccc1F	-0.24	i
O=C(c1ccccc1NS(=O)(=O)c1cccs1)N1CCOCC1	1.06	i
CC(=O)O/N=C/c1c(C)c(C=O)n2ccccc12	-1.18	i
C=CCn1c(COc2ccccc2C)nnc1SCC(=O)O	0.85	i
Cc1cc(C)nc(N/N=C/c2cc(Br)ccc2O)n1	-1.28	i
COc1ccccc1-c1nnc(-c2ccc(N3CCOCC3)cc2)o1	-0.4	i
COc1ccc(C(C)=O)cc1CSc1nc2cc(Cl)ccc2o1	1.53	i
Cc1cc(Br)c2c(c1)/C(=C/C(=O)c1cccs1)C(=O)N2	1.63	i
Cc1cc(C)c(S(=O)(=O)n2ccc3ccccc32)c(C)c1	-3.23	i
Cc1cc2nc(C3CCN(C(=S)NCC(C)C)CC3)[nH]c2cc1C	-0.57	i
O=C(NC1CCC(O)CC1)c1ccc(-c2ccc(Cl)cc2)o1 (stereo unspecified)	-2.16	i
Cc1cc(NC(=O)CSc2nnc(C)n2-c2ccccc2C)no1	-0.83	i
O=C(CCN1CCN(Cc2ccccc2)CC1)NNC(=O)Nc1cccc(Cl)c1	0.02	i
CC(=O)N1CCCc2cc(S(=O)(=O)NC(C(=O)NC3CCCCC3)C(C)C)ccc21 (stereo unspecified)	0.83	i
CC12CCC(C(=O)NNC(=O)c3ccccc3)(OC1=O)C2(C)C (stereo unspecified)	-0.49	i
CCN(c1cccc(C)c1)C1C(=O)c2ccccc2N1C(C)=O (stereo unspecified)	0	i
O=C(COc1ccc2ccccc2c1)N1CCNCC1	0.68	i
O=C(NC1CC1)c1cc2c(s1)-c1ccccc1OC2	-1.32	i
O=C(c1ccccc1)n1ccc(-c2cccs2)n1	1.04	i
COc1cccc(N2C(=O)C3CCCN3C2=S)c1 (stereo unspecified)	0.54	i
COc1cccc(C(=O)NCCS(=O)(=O)N2CCOCC2)c1	-0.21	i
COc1ccccc1N1CCN(/N=C/c2cccc(O)c2)CC1	-0.26	i
COc1ccc(C(=O)Nc2sc(C)c(C)c2CN2CC(C)OC(C)C2)cc1 (stereo unspecified)	0.98	i
N#CCSc1nnc(-c2ccc(F)cc2)n1N	-1.29	i
COC(=O)C1=C(C)N(C)C(=O)NC1c1ccsc1 (stereo unspecified)	-2.43	i
Cc1ccc(S(=O)(=O)Cc2ccc(C(=O)N3CCN(c4ccc(F)cc4)CC3)o2)cc1	-1.14	i
COc1ccc(OC)c(CCNC(=O)c2ccc3c(=O)[nH]c4c(C(=O)NC(C)C)sc(=S)n4c3c2)c1	0.01	i
COc1ccc(/C(N)=N/OC(=O)C2CCC(=O)N2S(=O)(=O)c2ccc(C)cc2)cc1 (stereo unspecified)	1.67	i
C/C(Cn1nc([N+](=O)[O-])cc1C)=N\NC(=O)c1ccc(C(C)(C)C)cc1	1.13	i
OC(CCN1CCC2(CC1)OCCO2)C(F)(F)F (stereo unspecified)	2.23	i
CCOC(=O)CSc1nc2ccccc2c(=O)n1CC1CCCO1 (stereo unspecified)	-0.73	i
Cc1cccc2cc(CN(CC3CCCO3)C(=O)c3cnccn3)c(=O)[nH]c12 (stereo unspecified)	0.79	x

The results go on.
smiles	Kir21 inh	CHT inh
CCCCNC(=O)CSc1nnc(-c2c[nH]c3ccccc23)n1CC1CCCO1 (stereo unspecified)	-0.36	i
O=C(Nc1ccc2nn(-c3ccccc3)nc2c1)c1ccc2c(c1)OCO2	0.65	i
CC(/C=C/c1ccco1)=N\NC(=O)c1cc(C)[nH]n1	0.97	i
COC(=O)CN1C(=S)N(C)C(=O)/C1=C/c1cccs1	-0.05	i
CCN(Cc1ccccc1)C(=O)C1CCN(CC2CC=CCC2)CC1 (stereo unspecified)	-0.11	i
O=C(CCc1ccc(S(=O)(=O)N2CCOCC2)cc1)NCCc1ccccn1	0.74	i
O=C(N1CCN(c2ccc(F)cc2)CC1)C1(c2cccs2)CCOCC1	1.68	i
CCC1=Nc2cc(C(=O)NCCN3CCOCC3)ccc2Sc2ccc(C)cc21	0.57	i
CCOc1ccc(Cc2c(Cl)nc(SC)nc2N(C)C)cc1	-0.05	i
COc1ccc2nc(C(C)O)[nH]c2c1 (stereo unspecified)	-1.59	i
CC1(C)Cc2c(c(-c3ccccc3)nc(N3CCCC3)c2C(N)=O)CO1	0.82	i
Cc1[nH]n(-c2ccc(Br)cc2)c(=O)c1/C=N/NC(=O)c1ccccc1	-0.22	-5.37*
N#Cc1cn(CC(=O)NCc2cccnc2)c2ccccc12	2.13	i
NS(=O)(=O)c1cccc(NC(=O)COC(=O)Cc2ccc(Cl)cc2)c1	-3.5	i
CCCC(=O)Nc1nc(-c2ccc3c(c2)CCN3S(C)(=O)=O)cs1	-0.1	i

CHT inh: hit marks shown above.
smiles	Kir21 inh	CHT inh
Cc1[nH]n(-c2ccc(Br)cc2)c(=O)c1/C=N/NC(=O)c1ccccc1	-0.22	-5.37*

(more compounds)
smiles	Kir21 inh	CHT inh
O=C(N/N=C/c1cccc2ccccc12)c1ccccc1Cl	-0.77	i
NS(=O)(=O)c1ccc(N=Nc2c(O)c(C(=O)O)cc3ccccc23)cc1	-0.09	i
CC(CNC(=S)Nc1cc(F)cc(F)c1)CSc1ccc(Cl)cc1 (stereo unspecified)	-1.09	i
COc1ccccc1NC(=S)N1CCN(c2ncccn2)CC1	1.3	i
COc1ccccc1N1CCN(C(=O)CCSCc2ccccc2F)CC1	-0.23	i
COc1ccc(CCC(=O)Nc2ccc(C)c([N+](=O)[O-])c2)cc1	1.25	i
O=c1oc2ccccc2cc1-c1nc(-c2cccs2)cs1	0.12	i
NC(=O)CC(NC(=O)Cc1cccc2ccccc12)c1ccc(NC2CCCCCC2)c([N+](=O)[O-])c1 (stereo unspecified)	-2.46	i
O=C(N/N=C/c1ccccc1O)c1cccc(C(F)(F)F)c1	-1.43	i
Cc1nc(SCC(=O)NCc2ccco2)[nH]c(=O)c1C	-0.25	i
CCOc1ccccc1CNC(=O)c1ccccc1NC(=O)C1=CSCCO1	1.23	i
CCc1nc2cccnc2n1-c1ccc(CC(=O)O)cc1	-1.66	i
O=C(NCc1ccc2c(c1)OCO2)c1ccc2c(c1)OCO2	-0.12	i
CC(Oc1ccc(Br)cc1)C(=O)Nc1nc(-c2ccccn2)cs1 (stereo unspecified)	-0.64	i
CC1=C(C(=O)OCc2ccccc2)C(c2cccc3ccccc23)NC(=O)N1CCCC(=O)O (stereo unspecified)	x	i

In the list so far, 2 have a tert-butyl group.
smiles	Kir21 inh	CHT inh
CC(C)(C)C1CCc2c(sc3c2C(=O)NC(c2ccco2)N3)C1 (stereo unspecified)	1.14	i
C/C(Cn1nc([N+](=O)[O-])cc1C)=N\NC(=O)c1ccc(C(C)(C)C)cc1	1.13	i

Some of the entries above, set out differently:
Kir21 inh,CHT inh,Molecule
1.3,i,COc1ccccc1NC(=S)N1CCN(c2ncccn2)CC1
-0.23,i,COc1ccccc1N1CCN(C(=O)CCSCc2ccccc2F)CC1
1.25,i,COc1ccc(CCC(=O)Nc2ccc(C)c([N+](=O)[O-])c2)cc1

Remaining list, next part.
smiles	Kir21 inh	CHT inh
CS(=O)(=O)N(CC(N)=O)c1ccc2c(c1)OCO2	-0.08	i
Cc1cc(-c2nnc(SCC(=O)c3ccc(F)cc3)o2)no1	-0.55	i
Fc1cccc(CCN2CCN=C2Nc2ccccc2)c1	x	i
COc1ccc(C(=O)N2CCCC(Nc3ccc(C)c(C)c3)C2)c(OC)n1 (stereo unspecified)	1.23	i
O=C(Nc1ccc2c(c1)OCO2)C1(S(=O)(=O)c2ccc(Cl)cc2)CC1	-1.01	i
O=[N+]([O-])c1cccc(/C=N/Nc2ccccn2)c1	-0.26	i
Cc1ccc(-c2csc3ncnc(Sc4nnc(CN5CCCCCC5=O)o4)c23)cc1	-1.91	i
CCOc1ccccc1N1CCN(C(=O)c2cc(C)oc2C)CC1	-2.26	i
O=C(Nc1ccccc1)N1CCN(c2nc(-c3ccccc3)ns2)CC1	-0.4	i
CC(C)NC(=O)c1ccc2c(=O)n(C3CCCC3)c(=S)[nH]c2c1	2.06	i
O=C(NCCc1ccccc1)c1n[nH]c2ccccc12	0.67	i
COc1ccc(NC(=O)c2sc(-c3ccccc3)nc2C)c(OC)c1	0.25	i
CC1(C)CN(c2ccccc2)N(C(=O)c2ccc(F)cc2)C1=O	-0.3	i
Cc1cccc(N2CCN(C(=O)c3cn4ccccc4n3)CC2C)c1 (stereo unspecified)	0.78	i
COC(=O)c1cnc(Oc2ccc(NC(=O)NC(=O)c3c(F)cccc3F)cc2)cc1C(F)(F)F	0.01	i
COc1ccc(N2CCN(S(=O)(=O)CCNC(=O)c3ccc4c(c3)OCO4)CC2)cc1	-0.83	i
O=[N+]([O-])c1cc2oc3c(c2c(C=NCc2ccccc2)c1O)CCCC3	-0.29	i
O=C(N/N=C/C1CCCCC1)c1ccccc1-n1cccc1	0.52	i
O=C(CSc1nccn1Cc1ccc(F)cc1)Nc1ccc(F)cc1F	0.57	i
Cc1ccc(-c2cc(C)nc3nc(N)nn23)cc1	-0.24	i
CC(C)CC(NC(=O)C1CCC(C)CC1)C(=O)Nc1ccccc1F (stereo unspecified)	2.21	i
CCN(CC)CCOCCOc1cc(C)c(Cl)c(C)c1	-1.29	i
COc1cccc(C(=O)Cn2c(N3CCOCC3)nc3c2c(=O)n(C)c(=O)n3C)c1	-0.05	i
Cc1ccc(C(=O)N(Cc2cccnc2)Cc2cc3cc(C)ccc3n3nnnc23)cc1	1.43	i
Cc1ccc(-n2nc(C)c3c2OC(N)=C(C#N)C3c2ccncc2)cc1 (stereo unspecified)	-0.66	i
O=C(CN(C(=O)CNS(=O)(=O)c1ccc(F)cc1)c1ccccc1)NCc1ccco1	-1.76	i
Cc1c(C(=O)NCCSc2ccc(Cl)cc2)cccc1[N+](=O)[O-]	-0.77	i
CC(C)Cc1nnc(NC(=O)CS(=O)(=O)Cc2ccccc2)s1	0.49	i
CC(C)CN(CC(C)C)CC(O)COc1ccc([N+](=O)[O-])cc1 (stereo unspecified)	-2.54	i
Cc1ccc(CNC(=O)Cn2cnc(S(=O)(=O)N3CCC(C)CC3)c2)o1	-0.01	i
C=C1C(C(=O)Nc2ccc(OCC)cc2)C1C(=O)Nc1ccc(OCC)cc1 (stereo unspecified)	3.24	i
